TRPC4 inh – TRPC4 (mouse) channel inhibition; 0.39% of 300,000 active; Q9QUQ5; B-score at 10 µM; AID 2247; HEK293 TRPC4beta/mu-opioid, DAMGO-evoked Fluo4 calcium flux; hits give low values;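 active means B-score over 3 SD under the library average, no early fluorescence shift, positive overall ratio signal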
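Assay system: Stable TRPC4beta/mu-opioid receptor HEK293 cells | Reagent: DAMGO in two steps, submaximal then maximal | Compound dosing: Single concentration per test compound | Signal: Fluo4 Ca2+ flux fluorescence | Evaluation: Per-well B score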
PolyA inh – inhibitors of polyadenylation in S. cerevisiae; S. cerevisiae SKY197-pL101 polyadenylation reporter, beta-gal luminescence; efflux-impaired pdr1/pdr3 knockout yeast; score 100 = 6 SD above DMSO; calls only at 12 µM; 0.02% of 300,000 active; AID 1875;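 active means lowest replicate activity score at least 50, where 100 means six control SD above control mean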;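 further: yeast exposed to compound for 9 h at 30 °C; higher score means more reporter readthrough which indicates perturbed polyadenylation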
TRPC4 PAM – allosteric potentiators of mouse TRPC4 channel; Q9QUQ5; HEK293 TRPC4beta/mu-opioid, DAMGO EC20, Fluo-4 Ca2+ flux; hits give high values; B-score at 10 µM; 0.42% of 310,000 active;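 active means B-score of calcium response area above 5 SD of library B-scores, with initial fluorescence ratio within 5 SD of library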;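 further: B-score of integrated fluorescence ratio over time as area under calcium response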
TRPC4 agonist – opens the mouse TRPC4 cation channel; Q9QUQ5; HEK293 TRPC4beta/mu-opioid, Fluo4 calcium fluorescence; hits give high values; B-score at 10 µM; 0.49% of 310,000 active;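 active means B-score above 5 SD of library B-scores, and initial fluorescence ratio not above library mean plus 5 SD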;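 further: positive B-score marks a calcium rise read as TRPC4 activation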
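System: HEK293 cells stably co-expressing mouse TRPC4beta and mu-opioid receptor; Schedule: Fluo4 dye loading 45 min at room temperature, 110 s recording; Detection: Fluo4 fluorescence, kinetic; Evaluation: B-scored integrated calcium fluorescence ratio; Controls: buffer (low) and maximal DAMGO (high).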
Platelet DG rel – platelet dense granule release activity; human platelet-rich plasma, SFLLRN dense granule ATP release, luminescence; inhibition, %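 (compounds screened at 7.5 µM in platelet-rich plasma)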; 0.22% of 300,000 active;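 active means mean replicate score, as percent of positive control, at or above 50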
KCNQ1 act – potentiates or activates the human KCNQ1 potassium channel | P51787 | CHO-K1 KCNQ1, thallium flux FluxOR fluorescence; hits give high values | B-score at 10 µM | 0.35% of 310,000 active | AID 2648;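 active means fluorescence ratio B-score, a plate-corrected score, at least three library SD, with initial intensity B-score within 5 SD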
Target sequence (P51787 whole entry, looked up): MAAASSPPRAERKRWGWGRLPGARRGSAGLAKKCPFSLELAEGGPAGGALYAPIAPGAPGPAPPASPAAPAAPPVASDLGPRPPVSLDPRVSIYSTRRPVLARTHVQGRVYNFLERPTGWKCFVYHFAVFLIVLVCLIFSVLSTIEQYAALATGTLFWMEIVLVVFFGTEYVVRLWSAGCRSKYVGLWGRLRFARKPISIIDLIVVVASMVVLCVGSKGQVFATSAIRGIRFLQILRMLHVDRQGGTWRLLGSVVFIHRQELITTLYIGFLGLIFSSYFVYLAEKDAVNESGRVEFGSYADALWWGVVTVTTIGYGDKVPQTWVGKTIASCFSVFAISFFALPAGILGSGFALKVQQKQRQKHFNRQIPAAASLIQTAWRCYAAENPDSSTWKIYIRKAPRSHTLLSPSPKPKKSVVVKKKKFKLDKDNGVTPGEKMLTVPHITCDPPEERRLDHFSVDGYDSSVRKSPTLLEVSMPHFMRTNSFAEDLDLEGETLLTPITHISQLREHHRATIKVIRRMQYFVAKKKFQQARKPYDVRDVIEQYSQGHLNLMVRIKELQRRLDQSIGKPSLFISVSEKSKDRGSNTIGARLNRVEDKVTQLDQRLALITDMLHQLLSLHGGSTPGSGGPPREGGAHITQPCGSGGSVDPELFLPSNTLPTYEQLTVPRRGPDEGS
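Assay system: stable KCNQ1 CHO-K1 line; medium: assay buffer, equal DMSO in all wells; timing: 90 min dye loading and 20 min compound exposure, both at room temperature; technique: kinetic FluxOR thallium fluorescence, 10-s 1-Hz baseline, 110-s post-stimulus read; read-out basis: B score of baseline-normalized fluorescence ratio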
KCNK3 block – human KCNK3 channel inhibition, primary screen; O14649; CHO-KCNK3 thallium flux, FluxOR fluorescence; hits give low values; B-score at 10 µM; 0.84% of 340,000 active; AID 602410;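 active means B-score under library mean minus 4 SD, starting fluorescence ratio at most library mean plus 5 SD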;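 further: more negative B-score means stronger inhibition of thallium flux through KCNK3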
Target sequence (O14649 whole entry, looked up): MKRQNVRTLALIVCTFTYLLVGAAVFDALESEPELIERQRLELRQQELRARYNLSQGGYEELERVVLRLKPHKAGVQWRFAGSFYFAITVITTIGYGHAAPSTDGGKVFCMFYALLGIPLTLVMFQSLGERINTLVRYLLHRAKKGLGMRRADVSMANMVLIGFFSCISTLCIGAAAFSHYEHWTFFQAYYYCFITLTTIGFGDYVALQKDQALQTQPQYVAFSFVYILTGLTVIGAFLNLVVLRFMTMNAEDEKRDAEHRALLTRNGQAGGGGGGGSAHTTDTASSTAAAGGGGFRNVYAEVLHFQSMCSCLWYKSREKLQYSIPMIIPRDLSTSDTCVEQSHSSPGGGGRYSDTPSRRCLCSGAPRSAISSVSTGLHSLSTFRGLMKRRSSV
DYRK1A inh – blocks rat Dyrk1A kinase activity. ADP-Glo luminescence, NFATc1 peptide. Q63470. 0.43% of 310,000 active. inhibition, % at 12.5 µM; in the data active means inhibition above about 50%;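 further: plate controls were vehicle with enzyme for no effect and no enzyme for full effect; many of its hits are not listed in these tables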
KCNK9 inh – blocks the human KCNK9 two-pore domain potassium channel | Q9NPC2 | HEK293 KCNK9, FluxOR thallium flux fluorescence; hits give low values | B-score at 10 µM | 1.2% of 310,000 active | AID 488922;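 active means ratio B-score over 3 SD below the library mean, with starting fluorescence within 5 SD of its mean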;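 further: negative B-score means less thallium flux so channel inhibition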
hERG protect – compounds protecting human hERG from proarrhythmic drug block; Q12809; CHO-hERG, FluxOR thallium flux, dofetilide IC70 present; activation (rescue from dofetilide block), less the hit threshold, % at 10 µM; 0.51% of 310,000 active; AID 1511;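 active means activation above the mean of controls blocked by dofetilide plus 5 SD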;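 further: thallium influx through hERG after potassium depolarization seen as dye fluorescence rise; in these data hits start at about 4.7%; inactives centre near -7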
KCNQ1 block – human KCNQ1 channel inhibition; P51787; CHO-K1 KCNQ1, FluxOR thallium flux fluorescence; hits give high values; B-score at 10 µM; 1.3% of 310,000 active;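 active means compounds whose thallium flux B-score, printed positive for inhibition, exceeds three library SD while starting fluorescence stays within three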;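 further: channel opened by potassium depolarization with thallium stimulus after 20 min compound exposure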
* marks the source's active call; other numbers are inactive results; i = inactive; x = no result given. The list is partial, so the mix of outcomes need not match the whole.

SMILES | TRPC4 inh | PolyA inh | TRPC4 PAM | TRPC4 agonist | Platelet DG rel | KCNQ1 act | KCNK3 block | DYRK1A inh | KCNK9 inh | hERG protect | KCNQ1 block
CSCCC(NC(=O)COc1ccccc1)C(=O)NCc1cccs1 (centres undefined) | i | i | i | i | 8 | i | i | 2 | i | -11 | i
OC1(C#CCN2CCOCC2)CCCCC1 | i | i | i | i | 8 | i | i | 6 | i | -7 | i
CCOC(=O)c1ccc(-n2c(-c3ccco3)nc3ccccc3c2=O)cc1 | i | i | i | i | -6 | i | i | -3 | i | -17 | i
COc1ccc(NC(=O)c2oc3ccccc3c2NC(=O)COc2ccccc2OC)c(OC)c1 | i | i | i | i | 10 | i | i | -2 | i | -4 | i
CCCOc1cccc(C(=O)NCCNC(=O)c2ccco2)c1 | -6* | i | i | i | 14 | i | i | 5 | i | -9 | i
CCCC1=C(C(=O)OCC)C(c2cccs2)C(C#N)=C(N)O1 (centres undefined) | i | i | i | i | -9 | i | i | -10 | i | -12 | i
O=C(COC(=O)c1sc2ccccc2c1Cl)NCC1CCCCC1 | i | i | i | i | -1 | i | i | 1 | i | 4 | i
Cc1c(CC(=O)N[C@@H](CCCNC(N)=O)C(=O)O)c(=O)oc2cc3oc4c(c3cc12)CCCC4 | i | i | i | i | -5 | i | i | -1 | i | -6 | i
CCOC(=O)c1sc(C)c2c1NC1(CCCCC1)NC2=O | i | i | i | i | 9 | i | i | -1 | i | -7 | i
Cn1nc(C(C)(C)C)c([N+](=O)[O-])c1C(=O)Nc1ccccc1 | i | i | i | i | -7 | i | i | -6 | i | -10 | i
Cc1ccc(-n2nc(C)c(NC(=O)CCl)c2C)cc1 | i | i | i | i | 14 | i | i | -1 | i | -8 | i
CCCCN1C=CC(=C2N=c3cccc([N+](=O)[O-])c3=N2)C=C1 | i | i | i | i | -1 | i | i | 2 | i | -15 | i
COC(=O)C[n+]1cccc2ccccc21 | i | i | i | i | 1 | i | i | 2 | i | -21 | 8*
Cc1noc(C)c1C(=O)NCCCc1ccccc1 | i | i | i | i | -7 | i | i | -4 | i | -5 | i
Cc1cc(C)c2c(C)c(C(=O)Nc3c(C)n(C)n(-c4ccccc4)c3=O)oc2c1 | i | i | i | i | -2 | i | i | -1 | i | -7 | i
CC(C)OC(=O)CSc1nc2cccnc2n1C1CCCCC1 | i | i | i | i | 0 | i | i | -14 | i | -4 | i
CCOC(=O)C1=C(COc2ccccc2)NC(=O)NC1c1ccc(Cl)cc1 (centres undefined) | i | i | i | i | 0 | i | i | 3 | i | -3 | i
CC(=O)Nc1c(O)nc(SCC(=O)N2CCN(c3ccc(F)cc3)CC2)[nH]c1=O | i | i | i | i | -9 | i | i | -9 | i | -8 | i
CN1C(=O)CC(c2ccccc2)CC1=O | i | i | i | i | 0 | i | i | -4 | i | -8 | i
N#Cc1c(NC(=O)Cn2nc(C(F)(F)F)c3c2CCCC3)sc2c1CCC2 | i | i | i | i | -4 | i | i | -7 | i | -10 | i
CC(C)(C)NC(=O)NC(=O)COC(=O)CCCc1c[nH]c2ccccc12 | i | i | i | i | 7 | i | i | 3 | i | -6 | i
Cc1cc(-n2cnc3c(=O)[nH]cnc32)ccc1N | i | i | i | i | -1 | i | i | -4 | i | -8 | i
O=C1CC(c2ccccc2)C(=O)N1c1cccc(O)c1 (centres undefined) | i | i | i | i | -19 | i | i | -3 | i | -4 | i
Cc1nc(NC(=O)CSc2nnc3ccccn23)c(Cl)cc1Cl | i | i | i | i | 2 | i | i | 1 | i | -7 | i
O=C1N/C(=N\c2ccccn2)SC1Cc1ccc(Cl)cc1 (centres undefined) | i | i | i | i | -1 | i | i | 7 | i | -14 | i
O=C(C1CCN(S(=O)(=O)c2ccc(Br)s2)CC1)N1CCN(C2CCCCC2)CC1 | i | i | i | i | -3 | i | i | 2 | i | -6 | i
Cc1ccc(C)c(NC(=O)c2cnccn2)c1 | i | i | i | i | -1 | i | i | 14 | i | -6 | i
CCCn1nnnc1NCc1cccn1C | i | i | i | i | 11 | i | i | 5 | i | -4 | i
CC(c1nccs1)N(C)C(=O)c1cn(Cc2cccc3ccccc23)nn1 (centres undefined) | i | i | i | i | -1 | i | i | -2 | i | -5 | i
CC(C)Cc1nnc(NC(=O)CCN2C(=O)c3ccccc3C2=O)s1 | i | i | i | i | 11 | i | i | -1 | i | -10 | i
NC(=O)NCc1ccc(Cl)cc1 | i | i | i | i | -17 | i | i | x | i | 1 | i
CCOC(=O)c1nnn(-c2nonc2N)c1-c1cccs1 | i | i | i | i | 2 | i | i | 6 | i | -5 | i
CC1CC(C)CN(S(=O)(=O)c2ccc(NN)nc2)C1 (centres undefined) | i | i | i | i | 4 | i | i | -9 | i | -6 | i
CC(C)Cn1c(N)c(C(=O)COC(=O)c2ccc3ccccc3n2)c(=O)n(C)c1=O | i | i | i | i | -3 | i | i | 4 | i | -10 | i
COc1cccc(C(=O)N2CCN(C(=O)C3CC3)CC2)c1 | i | i | i | i | -1 | i | i | -2 | i | -11 | i
O=C(CSc1ccc(-c2ccccc2)nn1)NCC1CCCO1 (centres undefined) | i | i | i | i | -26 | i | i | 16 | i | -12 | i
CCC(C)(C(=O)NC1CCCCC1)N(C(=O)c1cnccn1)c1c(C)n(C)n(-c2ccccc2)c1=O (centres undefined) | i | i | i | i | 11 | i | i | -8 | i | -6 | i
O=C(CN1CCOCC1)NCc1ccc(F)cc1 | i | i | i | i | 16 | i | i | -2 | i | 0 | i
COc1ccc(/C=N/NC(=O)c2ccc(COc3cccc4cccnc34)cc2)cc1OC | i | i | i | i | -1 | i | i | 4 | i | -11 | i
Cc1ccccc1NC(=O)CCN1CCN(C)CC1 | i | i | i | i | 6 | i | i | -4 | i | -9 | i

Random excerpt: 4 records from the list
SMILES | TRPC4 inh | PolyA inh | TRPC4 PAM | TRPC4 agonist | Platelet DG rel | KCNQ1 act | KCNK3 block | DYRK1A inh | KCNK9 inh | hERG protect | KCNQ1 block
CC(C)(C)NC(=O)NC(=O)COC(=O)CCCc1c[nH]c2ccccc12 | i | i | i | i | 7 | i | i | 3 | i | -6 | i
CCC(C)(C(=O)NC1CCCCC1)N(C(=O)c1cnccn1)c1c(C)n(C)n(-c2ccccc2)c1=O (centres undefined) | i | i | i | i | 11 | i | i | -8 | i | -6 | i
Cc1ccccc1NC(=O)CCN1CCN(C)CC1 | i | i | i | i | 6 | i | i | -4 | i | -9 | i
O=C(CSc1ccc(-c2ccccc2)nn1)NCC1CCCO1 (centres undefined) | i | i | i | i | -26 | i | i | 16 | i | -12 | i

The list continues:
SMILES | TRPC4 inh | PolyA inh | TRPC4 PAM | TRPC4 agonist | Platelet DG rel | KCNQ1 act | KCNK3 block | DYRK1A inh | KCNK9 inh | hERG protect | KCNQ1 block
CN1C(C)(C)c2ccccc2OS1(=O)=O | i | i | i | i | -1 | i | i | -17 | i | -5 | i
COC(=O)C(CSCc1ccccc1)NC(=O)CSc1nc(N)cc(=O)[nH]1 (centres undefined) | i | i | i | i | -2 | i | i | -4 | i | -6 | i
Cc1ccc2cc(C3CC(c4ccco4)=NN3C(=O)CCC(=O)O)c(Cl)nc2c1 (centres undefined) | i | i | i | i | -6 | i | i | -13 | i | -4 | i
O=C(CSc1nc(-c2ccco2)cc(C(F)(F)F)n1)N1CCN(c2cccc(Cl)c2)CC1 | i | i | i | i | 3 | i | i | -5 | i | -11 | i
O=C(NCc1nnc2c3ccccc3c(-c3ccccc3)nn12)c1ccc(Cl)cc1 | i | i | i | i | 0 | i | i | 5 | i | -8 | i
N=c1c(C(=O)NCC2CCCO2)cc2c(=O)n3ccccc3nc2n1Cc1cccnc1 (centres undefined) | i | i | i | i | 7 | i | i | 5 | i | -12 | i
CCn1cc(CNCc2cn(-c3ccccc3C)nc2-c2ccc(OC)c(F)c2)cn1 | i | i | i | 129* | -1 | i | i | -9 | i | -15 | i
CCCCCCn1c(SCCC)nc2c1c(=O)[nH]c(=O)n2C | i | i | i | i | 13 | i | i | -6 | i | -6 | i
C=CCOc1c(Cl)cc(C2NC(=O)NC(C)=C2C(=O)OC)cc1Cl (centres undefined) | i | i | i | i | -6 | i | i | -1 | i | -10 | i
C[C@H]1CN=C(Nc2ccccc2)N1CCCC1CCCCC1 | i | i | i | i | 7 | i | i | 6 | i | -8 | i
O=C(c1ccc(CS(=O)Cc2ccccc2Cl)o1)N1CCN(C2CCCCC2)CC1 (centres undefined) | i | i | i | i | 18 | i | i | -4 | i | -2 | i
O=C(NNc1cccc(Cl)n1)c1ccc(Cl)nc1 | i | i | i | i | -1 | i | i | -1 | i | 1 | i
CCCCN(CCCC)/C(N)=N/c1nc(C)cc(C)n1 | -7* | i | i | i | 9 | i | i | -10 | i | -2 | i
CC(C)(C)NC(=O)CSc1nncn1NCc1c(Cl)cccc1Cl | i | i | i | i | 1 | i | i | 8 | i | -4 | i
COc1cccc(NC(=O)c2ccccc2-c2nc(-c3ccccc3)no2)c1 | i | x | i | i | x | i | i | -3 | i | -1 | i
COc1ccc(Oc2nnnn2-c2ccccc2)cc1 | i | i | i | i | 2 | i | i | -13 | i | -10 | i
Cc1ccc(Cn2nc(C)c(NC(=O)c3cc(-c4ccc5c(c4)OCO5)on3)c2C)cc1 | i | i | i | i | -6 | i | x | x | i | -7 | i
Nc1nc[nH]c(=O)c1N=Cc1ccccc1 | i | i | i | i | 14 | i | i | 9 | i | -7 | i
C=CCn1c(CCSCc2ccc(OC)c(C)c2)n[nH]c1=S | i | i | i | i | 31 | i | i | 2 | i | -9 | i
CCN1CCN(c2nc3c(C)cccn3c(=O)c2/C=C(\C#N)S(=O)(=O)c2ccc(C)cc2)CC1 | i | i | i | i | -6 | i | i | -4 | i | -7 | i
Cc1nc(Nc2ccccc2Cl)sc1C(=O)Nc1ccccc1 | i | i | i | i | 10 | i | i | 6 | i | -4 | i
O=C(c1ccccc1NS(=O)(=O)c1ccc(Cl)cc1)N1CCc2ccccc21 | i | i | i | i | 1 | i | i | 4 | i | -4 | i
O=C(CS(=O)(=O)c1ccccc1)Nc1ccc(S(=O)(=O)Nc2ccccn2)cc1 | i | i | i | i | 7 | i | i | 1 | i | -15 | i
CCCCC(O)(CCCC)C(=O)NN(C(=O)OC)c1ccccc1 | i | i | i | i | 3 | i | i | 4 | i | -9 | i
C=CCSC1=NC(N)=C(C#N)C2(CCCCC2)C1C(N)=O (centres undefined) | i | i | i | i | 2 | i | i | -2 | i | -9 | i

Assay outcomes (PubChem BioAssay)
